Nrf2 block = inhibitors of Nrf2 signaling; A549 ARE-Fluc reporter, luciferase luminescence, 18-24 h; Potency, µM (series often up to 46 µM), inactives show at the top dose activity change, negative = inhibition, hits mostly inhibitors; actives 2.1% (n = 360,000); AID 504444; also: potency is read from the fitted curve at half-maximal effect; % is scaled to controls: 0 for no effect and ±100 for the full control effect; nearly all actives have a fitted effect of over 60% in size
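In this cell-based qHTS, ARE-driven firefly luciferase in A549 cells reports Nrf2 activity; the luminescent signal after BugLite lysis is the measured value, with a prior CellTiter-Fluor read for cell health.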
A549 tox = A549 cytotoxicity, counter-screen for Nrf2 inhibitors; Potency, µM (series often up to 46 µM), for the others: top-dose activity change, negative = cytotoxicity, usual class: inhibitors; A549 ARE-Fluc cells, CellTiter-Fluor viability, 18-24 h; actives 0.16% (n = 390,000); AID 504648; also: potency is read from the fitted curve at half-maximal effect; % is scaled to controls: 0 for no effect and ±100 for the full control effect
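A549 ARE_Fluc cells in 5% FBS OPTI-MEM were exposed to compounds in concentration-response for 18-24 h at 37 deg C. Viability was read by CellTiter-Fluor fluorescence (Ex 405/Em 525) after 30 min, before the luciferase read.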
TGFb inhibitor = TGF-b pathway inhibition | HepG2 CAGA-GFP TGF-b/SMAD3 reporter, GFP fluorescence, 18 h; TGF-beta stimulated, 500 pg/mL final | actives 1.2% (n = 410,000) | Potency, µM (doses to about 46.1 µM), for inactives: at the highest dose activity, negative = inhibition, most hits filed as inhibitors; also: potency is read from the fitted curve at half-maximal effect; % is scaled to controls: 0 for no effect and ±100 for the full control effect; nearly all actives have a fitted effect of over 65% in size
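First, reporter cells (HEPG2 CAGA-GFP) rested 2 h at 37 degrees C. Next, compounds were pinned in and TGF-beta added to 500 pg/mL final. After 18 h, GFP was imaged per cell and summed per well.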
CCT modulator = modulators of cytosolic chaperonin (CCT/TRiC) activity. actives 0.3% (n = 360,000). purified chaperonin ATPase assay, HTRF ADP detection, 30 min. AID 651819. activity change, % (concentration not given with the values), hits read low; in the data active = activity change below about -30%; also: % is scaled to controls: 0 for no effect and ±100 for the full control effect
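TRiC at 40 or 20 nM final (batch-dependent) in 30 mM Tris pH 7.4, 100 mM KCl, 5 mM MgCl2, 1 mM DTT, with compound at single 76 uM and 10 uM ATP, 30 min at 37 deg C. ADP detected by HTRF Transcreener, 665/615 ratio.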
Akt phos inh = inhibitors of Akt phosphorylation; Neuro2A IGF-stimulated pAkt S473 HTRF, 20 min; stronger effect = lower value; activity change, % for hits at 50 µM; actives 0.32% (n = 360,000); AID 651550; in the data active = activity change below about -80%; inconclusive = mostly about -51% to -80%; also: % is scaled to controls: 0 for no effect and ±100 for the full control effect
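Single-point screen (50 µM final compound) in Neuro2A cells stimulated 20 min with 6 nM IGF at 37 deg C. After lysis, Ser473-phosphorylated Akt read by HTRF (ex 330 nm, em 615/665 nm) as the 665/615 ratio.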
EPAC2 agonist = agonists of human EPAC2 (RAPGEF4); Q8WZA2; EPAC2 activation, biochemical qHTS; response scale: 100% = 6.5 mM cAMP response; Potency, µM (series often up to 154 µM), inactives show at the highest dose activation, most hits filed as activators; actives 0.079% (n = 360,000); also: potency is read from the fitted curve at half-maximal effect; nearly all actives have a fitted effect of over 50% in size
Target sequence (Q8WZA2 whole entry, looked up): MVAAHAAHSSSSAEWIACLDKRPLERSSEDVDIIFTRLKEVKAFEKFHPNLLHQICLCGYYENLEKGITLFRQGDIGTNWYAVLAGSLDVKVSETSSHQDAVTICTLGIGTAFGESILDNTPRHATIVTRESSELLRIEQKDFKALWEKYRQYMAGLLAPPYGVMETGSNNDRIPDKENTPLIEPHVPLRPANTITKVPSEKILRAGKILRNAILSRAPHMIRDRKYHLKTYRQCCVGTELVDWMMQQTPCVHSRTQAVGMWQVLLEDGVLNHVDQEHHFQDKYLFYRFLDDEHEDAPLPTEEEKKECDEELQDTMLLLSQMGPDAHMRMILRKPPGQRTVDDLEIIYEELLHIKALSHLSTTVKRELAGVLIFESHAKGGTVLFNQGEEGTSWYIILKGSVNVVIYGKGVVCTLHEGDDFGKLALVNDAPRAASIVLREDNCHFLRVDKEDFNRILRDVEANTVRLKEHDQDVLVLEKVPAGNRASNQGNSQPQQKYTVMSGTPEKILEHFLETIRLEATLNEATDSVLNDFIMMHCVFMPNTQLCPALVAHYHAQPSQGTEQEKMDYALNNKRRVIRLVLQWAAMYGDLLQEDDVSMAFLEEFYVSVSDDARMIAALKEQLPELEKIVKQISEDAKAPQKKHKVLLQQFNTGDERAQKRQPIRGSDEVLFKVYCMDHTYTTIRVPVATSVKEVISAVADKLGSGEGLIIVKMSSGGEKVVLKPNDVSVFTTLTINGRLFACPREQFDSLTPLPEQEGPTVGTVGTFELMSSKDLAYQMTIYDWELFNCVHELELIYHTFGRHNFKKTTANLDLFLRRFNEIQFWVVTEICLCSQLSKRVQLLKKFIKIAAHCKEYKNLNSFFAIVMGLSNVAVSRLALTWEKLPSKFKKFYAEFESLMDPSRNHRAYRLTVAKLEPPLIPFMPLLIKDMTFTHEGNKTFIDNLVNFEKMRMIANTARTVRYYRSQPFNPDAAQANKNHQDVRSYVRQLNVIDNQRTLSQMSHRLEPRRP
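qHTS, titration series. 100 nM EPAC2 / 250 nM Rap1B-BODIPY-GDP / 50 uM GDP; RT; ex 480/em 540 nm, 5-min reads to 30 min. Norm. to 6.5 mM cAMP = activation.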
Nrf2 activator = activators of Nrf2 (ARE) signaling. Potency, µM (top dose mostly 46.1 µM), without a hit: at the highest dose activation, most hits filed as activators. AREc32 ARE-luciferase reporter (MCF7-derived line), luminescence, 24 h. actives 0.31% (n = 410,000). AID 624171; also: potency is read from the fitted curve at half-maximal effect; % of control where 0% means no effect; nearly all actives have a fitted effect of over 65% in size
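Reporter line AREc32 (ARE-Fluc), seeded overnight in OPTI-MEM with 5% FBS; compound pin-transferred, 24 hr at 37 deg C, 5% CO2; luminescent read-out.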
EPAC2 antagonist = blocks human EPAC2 exchange factor | EPAC2 GEF exchange of Rap1B-BODIPY-GDP, fluorescence | Potency, µM (titrated, usually from 114 µM), inactives show at the highest dose activity, negative = inhibition, hits mostly inhibitors | actives 0.18% (n = 360,000) | AID 720708; also: potency is read from the fitted curve at half-maximal effect; % is scaled to controls: 0 for no effect and ±100 for the full control effect; nearly all actives have a fitted effect of over 45% in size; many of its hits are not listed in these tables
MmCpn inh = blocks the Methanococcus maripaludis chaperonin Mm-Cpn; AID 504842; purified Mm-Cpn ATPase, ADP Transcreener TR-FRET; Potency, µM (highest dose often 76.9 µM), without a hit: at the highest dose activity, negative = inhibition, hits mostly inhibitors; actives 0.031% (n = 330,000); also: potency is read from the fitted curve at half-maximal effect; % is scaled to controls: 0 for no effect and ±100 for the full control effect; nearly all actives have a fitted effect of over 80% in size
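Measured: ADP formation by purified Mm-CPN. Conditions: 25 nM protein, 10 uM ATP, Tris pH 7.4 with Mg2+, K+ and DTT, 37°C for 30 min. Detection: Transcreener HTRF after 30 min at room temperature.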
Numbers without * were called inactive; i = inactive; ? = inconclusive; / = no result given; & = joins results of further samples. Unless noted, calls follow the shape of the dose curve; as a rule, active = well fitted curve in the direction sought with a large enough effect; inconclusive = small, poorly fitted or top-dose-only effect, or another doubt; inactive = no such curve, though single readings can be large; an effect the other way counts as inactive or inconclusive. Not all compounds are listed; the hit share may differ from the screen's.

Start of the data: the first 2 records, to show the layout:
entry	canonical_smiles	CCT modulator	Akt phos inh	EPAC2 agonist	MmCpn inh	TGFb inhibitor	A549 tox	Nrf2 block	Nrf2 activator	EPAC2 antagonist
1	Cc1ccc(-n2ncc(C(=O)Nc3ccc4c(c3)OCCO4)c2C2CCN(C(=O)OC(C)(C)C)CC2)cc1C	/	/	/	/	-4.4%	0.0%	-26.1%	3.4%	/
2	Cn1c(NC(=O)CCC2CCCCC2)cc(=O)n(C)c1=O	0.1	i	-0.8%	1.0%	-21.1%	0.3%	?	7.3%	-18.2%

Results, repeating the preview:
entry	canonical_smiles	CCT modulator	Akt phos inh	EPAC2 agonist	MmCpn inh	TGFb inhibitor	A549 tox	Nrf2 block	Nrf2 activator	EPAC2 antagonist
1	Cc1ccc(-n2ncc(C(=O)Nc3ccc4c(c3)OCCO4)c2C2CCN(C(=O)OC(C)(C)C)CC2)cc1C	/	/	/	/	-4.4%	0.0%	-26.1%	3.4%	/
2	Cn1c(NC(=O)CCC2CCCCC2)cc(=O)n(C)c1=O	0.1	i	-0.8%	1.0%	-21.1%	0.3%	?	7.3%	-18.2%
3	Cc1cc(N2CCN(C(=O)/C=C/C(=O)O)CC2)c2ccccc2n1	-3.9	i	6.5%	3.1%	-2.5%	?	-9.5%	-0.2%	1.1%
4	COc1ccc(C(C)=O)cc1COC(=O)CCC(=O)N(CC(C)C)c1c(N)n(CC(C)C)c(=O)[nH]c1=O	1.2	i	1.0%	-4.1%	0.0%	1.1%	8.6%	0.0%	-1.4%
5	O=C(Nc1ccc(Oc2ccccc2)cc1)C1CCCO1 (stereo not drawn)	-1.6	i	6.6%	0.7%	-2.5%	-6.1%	4.7%	2.4%	-4.1%
6	COc1ccccc1C(=O)N1CCN(CCNC(=O)C(=O)Nc2ccc(Br)c(C)c2)CC1	1.4	i	0.9%	-0.8%	?	-2.3%	-17.6%	-0.5%	1.3%
7	CCN(CC)CCNC(=O)C(=O)NCC(c1cccnc1)N1CCN(c2ccccc2)CC1 (stereo not drawn)	/	/	/	/	6.6%	-0.5%	?	-0.1%	/
8	COc1cccc(N2CCN(S(=O)(=O)c3c(C)[nH]c(C)c3C(=O)N3CCCCC3)CC2)c1	-0.7	i	-3.0%	-1.3%	-1.0%	-0.4%	3.6%	-0.8%	0.7%
9	O=C(CCc1n[nH]c(=O)[nH]c1=O)N/N=C/c1ccco1	2.0	i	1.3%	0.7%	-14.1%	4.8%	-3.7%	-0.5%	-5.6%
10	CC(C)c1nnc(NC(=O)c2c(O)c3cccc4c3n(c2=O)CCC4)s1	-3.2	i	-5.3%	-1.9%	-11.0%	?	16.4µM*	1.9%	-2.4%
11	COc1ccc(CNC(=O)Cn2ccc([N+](=O)[O-])n2)cc1OC	0.6	i	6.0%	-1.0%	3.2%	1.4%	?	-0.3%	15.5%
12	COc1ccccc1/C=C(/C(=O)OCC(=O)Nc1ccccc1C)c1ccccc1	1.3	i	5.9%	0.2%	-19.3%	3.2%	8.4%	-1.0%	-26.4%
13	Cc1noc(NS(=O)(=O)c2ccc(NC(=O)CSc3n[nH]c(-c4ccccc4)n3)cc2)c1C	-1.4	i	-8.2%	0.0%	-0.2%	-9.2%	-7.2%	-0.8%	2.8%
14	COc1cc(NC(=O)c2ccc(C(=O)Nc3cc(OC)c(Cl)cc3OC)cc2)c(OC)cc1Cl	/	/	/	/	0.8%	-2.8%	-6.5%	0.3%	/
15	O=C(CSCCNS(=O)(=O)c1ccccc1)Nc1ccccc1	-4.4	i	0.9%	1.6%	-17.0%	-3.4%	/	0.1%	8.6%
16	CCC(=O)n1nc(NCc2ccc(OC)c(OC)c2)nc1NCc1ccc(OC)c(OC)c1	-2.8	i	-10.7%	5.2%	7.7%	-1.3%	/	-0.3%	-8.4%
17	Nc1n[nH]c(S(=O)(=O)CCCc2ccccc2)n1	0.7	i	2.1%	-0.3%	27.7%	-3.8%	12.4%	1.6%	3.1%
18	Cn1c(=O)c2cc(NC(=O)NCc3ccccc3)ccc2n1Cc1ccc(Cl)cc1	-2.8	i	-2.6%	/	-14.8%	/	/	2.9%	-1.8%
19	CCOC(=O)C(CC)Sc1ccc2nnc(-c3cccnc3)n2n1 (stereo not drawn)	1.3	i	-15.1%	-2.3%	-0.9%&-16.4%	-2.5%&6.0%	-14.3%&-3.0%	-0.2%	-0.8%
20	COc1cc(OC)c(-c2oc3ccccc3c(=O)c2O)c(OC)c1	-0.5	i	7.5%	/	?	-8.6%	-25.3%	2.4%	2.1%
21	CCOc1cc(CNC2CCCC2)ccc1OCc1ccccc1Cl	0.5	i	2.2%	-2.0%	?	-4.3%	11.6%	-0.4%	2.3%
22	CCCCN(CC)c1nc(-c2ccncc2)nc2ccccc12	1.9	i	2.3%	-0.8%	?	-0.1%	-0.6%	-0.8%	-1.1%

Filtered by structure, those above with a halogen
entry	canonical_smiles	CCT modulator	Akt phos inh	EPAC2 agonist	MmCpn inh	TGFb inhibitor	A549 tox	Nrf2 block	Nrf2 activator	EPAC2 antagonist
6	COc1ccccc1C(=O)N1CCN(CCNC(=O)C(=O)Nc2ccc(Br)c(C)c2)CC1	1.4	i	0.9%	-0.8%	?	-2.3%	-17.6%	-0.5%	1.3%
14	COc1cc(NC(=O)c2ccc(C(=O)Nc3cc(OC)c(Cl)cc3OC)cc2)c(OC)cc1Cl	/	/	/	/	0.8%	-2.8%	-6.5%	0.3%	/
18	Cn1c(=O)c2cc(NC(=O)NCc3ccccc3)ccc2n1Cc1ccc(Cl)cc1	-2.8	i	-2.6%	/	-14.8%	/	/	2.9%	-1.8%
21	CCOc1cc(CNC2CCCC2)ccc1OCc1ccccc1Cl	0.5	i	2.2%	-2.0%	?	-4.3%	11.6%	-0.4%	2.3%
